FN deposit inh = fibronectin deposition inhibition; AH1F fibroblasts, Alexa488-fibronectin deposition fluorescence, overnight; inhibition, % at 12.6 µM; 350,000 tested, 0.086% active;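 active = mean inhibition across replicates of 30% or more, regardless of how many single replicates reach that level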;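 note: positive control wells lacked labelled fibronectin entirely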
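Material – AH1F fibroblast monolayer, labelled fibronectin deposition · Reagent – labelled fibronectin 24 nM · Timing – 1 h adhesion, overnight exposure · Measured by – fluorescence at 485 nm excitation, 525 nm emission · Read-out – inhibition of fibronectin deposition signal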
Statin myotox sup = suppression of simvastatin myotoxicity; C2C12 myotubes + simvastatin, ATP luminescence, 48 h; scaled: DMSO 0, geranylgeraniol control 100; rescue of ATP level, % at 7.49 µM; 330,000 tested, 0.78% active; AID 602340;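 active = mean ATP rescue above about 67%, or every replicate alone reaching that limit, limit read from the data, passing the limit was not always enough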;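 note: myotubes were challenged with 10 µM simvastatin during compound exposure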
F508del corr = CFTR F508del correction in bronchial cells. CFBE cells, YFP halide quenching; stimulated with forskolin plus potentiator P3; % fluorescence drop versus neutral controls. activity (quench increase), % at 7.58 µM. 350,000 tested, 0.36% active;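 active = mean added fluorescence quench of at least 8% versus neutral control, with both replicates also reaching 8%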;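 note: cells transiently co-express mutant CFTR-F508del with the halide-sensitive YFP; corrector assay measuring rescue of mutant channel to the surface after 24 h compound exposure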
PGC1a acetyl inh = modulators of PGC1a acetylation; U2OS PGC1a acetylation, AlphaScreen anti-acetyl-lysine; with virally co-expressed GCN5 acetyltransferase; inhibition, % at 15.6 µM; 350,000 tested, 0.17% active; AID 651687;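 active = every replicate shows inhibition of at least 40%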;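 note: 0% = neutral control wells and 100% = positive control wells; some results beyond the cut were filed as inactive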
INS-1E GSIS act = GLuc luminescence reporter in INS-1E cells, primary screen for activators of glucose-dependent secretion of insulin; INS-1E GLuc reporter insulin secretion, 2-3 h; activation, % at 16.6 µM; 370,000 tested, 0.61% active;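 active = lowest replicate activation of at least 40%, so every replicate reaches that level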;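 note: 0% = median of neutral control wells and 100% = median of IBMX positive control wells; some compounds called inactive have numbers as strong as hits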
miR-122 sensor = inhibitors of miR-122 in Huh7 cells | Huh7 miR-122 Renilla luciferase sensor, 48 h; neutral wells = 0, positive control = 100 | 340,000 tested, 0.3% active | AID 602342 | activation (reporter increase), % at 12.5 µM;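 active = mean replicate activation score at least 90 and every replicate individually at or above 90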;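 note: higher luciferase means less miR-122 activity so hits act as miR-122 inhibitors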
Cneo AK release = causes C. neoformans cell lysis | adenylate kinase release luminescence, 4 h; normalised: neutral wells 0, clomiphene wells 100 | lysis activity, % at 15 µM | 360,000 tested, 0.2% active | AID 651654;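 active = mean lysis activity across replicates of at least 80%, whatever share of replicates individually reach that level; inactive = mean lysis activity below 80%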
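Test system: log-phase Cryptococcus neoformans yeast cells. Input: 5 × 10^6 yeast cells/mL. Medium: fresh YPD growth medium. Doses: single dose. Incubation: static 4 h at 37 °C with compound, 1 h detection. Measured by: luminescent adenylate kinase detection reagent. Read-out: signal increase indicating cell lysis. Benchmarks: Clomiphene.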
PglD DTNB = inhibitors of Campylobacter jejuni PglD acetyltransferase; purified PglD enzyme, DTNB colorimetric CoA detection; inhibition, % at 12.5 µM; 360,000 tested, 0.098% active; AID 602405; in the data active = inhibition above about 16%, passing the limit was not always enough; note: strong numbers were not always called active
* hit, by the source's call; . = no result given; [ ] = dose if it differs, or a comment.

item | SMILES | FN deposit inh | Statin myotox sup | F508del corr | PGC1a acetyl inh
1 | CCCNC(=O)N(C)C[C@H]1Oc2ncc(-c3ccc(OC)cc3)cc2C(=O)N([C@H](C)CO)C[C@H]1C | . | 14 | 1.1 | -4
2 | O=C(Cc1ccccc1)NCCS(=O)c1ccc(Cl)cc1 (stereo unspecified) | . | -4 | . | -11
3 | C[C@H](CO)N1C[C@H](C)[C@@H](CN(C)Cc2ccc(Cl)c(Cl)c2)Oc2c(NC(=O)c3nc4ccccc4s3)cccc2C1=O | . | . | 2.9 | -2
4 | CCOC(=O)C1=C(C)NC(=O)NC1c1cc(Br)c(O)c(OC)c1 (stereo unspecified) | . | 15 | . | 8
5 | O=C(NC(=S)NNC(=O)c1ccccc1O)c1cccc([N+](=O)[O-])c1 | 10 | -13 | -0.7 | .
6 | CCn1c(O)c(/C=N/N=C/c2ccccc2)c2ccc(C3=NNC(=O)CC3)cc21 | . | -20 | . | 15
7 | O=C(NCc1ccc2c(c1)OCO2)c1nnc(Cc2ccc(F)cc2)o1 | 20 | 9 | 3.5 | 0
8 | COc1ccc(NC(=O)Nc2ccc3c(c2)OC[C@@H](C)NC[C@H](C)[C@@H](OC)CN(C)C3=O)cc1 | -14 | 7 | . | .

item | INS-1E GSIS act | miR-122 sensor | Cneo AK release | PglD DTNB
1 | 12 | -1[16.7 µM] | -2 | -1
2 | . | -2 | -2 | 3
3 | 9 | 11[16.7 µM] | 0 | 1
4 | . | -1 | 0 | -4
5 | -16 | -3 | 0 | 1
6 | . | -23 | 0 | -3
7 | 5 | -3 | 1 | -6
8 | 0 | 1[16.7 µM] | 8 | 20

Entries above with a Cl atom, in the order listed:
item | SMILES | FN deposit inh | Statin myotox sup | F508del corr | PGC1a acetyl inh
2 | O=C(Cc1ccccc1)NCCS(=O)c1ccc(Cl)cc1 (stereo unspecified) | . | -4 | . | -11
3 | C[C@H](CO)N1C[C@H](C)[C@@H](CN(C)Cc2ccc(Cl)c(Cl)c2)Oc2c(NC(=O)c3nc4ccccc4s3)cccc2C1=O | . | . | 2.9 | -2

item | INS-1E GSIS act | miR-122 sensor | Cneo AK release | PglD DTNB
2 | . | -2 | -2 | 3
3 | 9 | 11[16.7 µM] | 0 | 1

Next part:
item | SMILES | FN deposit inh | Statin myotox sup | F508del corr | PGC1a acetyl inh
9 | CC(=O)c1oc2ccccc2c1NC(=O)CCCN1C(=O)c2ccccc2C1=O | 2 | 3 | 1.5 | 2
10 | Cc1ccc(S(=O)(=O)N(C)C[C@H]2Oc3c(NS(=O)(=O)c4ccc(Cl)cc4)cccc3C(=O)N([C@@H](C)CO)C[C@@H]2C)cc1 | . | -12 | -2.6 | -5
11 | COc1cccc(OCc2cc(C(=O)N3CCN(c4ccccc4OC)CC3)no2)c1 | -3 | 4 | 4.2 | 7
12 | CCCCCn1c(SCC#N)nc2cc(C(=O)NCC3CCCO3)ccc2c1=O (stereo unspecified) | 10 | -8 | . | 6
13 | CCc1ccc(C(=O)NNC(=O)CCc2nc3ccccc3c(=O)[nH]2)cc1 | 1 | -4 | 0.5 | -13
14 | Cc1ccc(SCC(=O)OCC(=O)N(CCC#N)c2ccccc2)cc1 | -14 | 11 | 2.1 | -1
15 | CN(C[C@H]1N[C@H](CO)[C@H]1c1ccc(-c2cccc(F)c2)cc1)S(C)(=O)=O | -6 | 4 | -1.4 | -18
16 | CC(C)(C)C(=O)N1CCN(c2ccc3c(c2)C2CC3CCN2C(=O)OCc2ccccc2)CC1 (stereo unspecified) | -8 | -16 | 2.3 | -6

item | INS-1E GSIS act | miR-122 sensor | Cneo AK release | PglD DTNB
9 | 11 | 2 | 0 | 0
10 | -26 | 8[16.7 µM] | 0 | -2
11 | -10 | -6 | 0 | 1
12 | . | 9 | -1 | -2
13 | 15 | -1 | 0 | -11
14 | 15 | -11 | 5 | -1
15 | 0 | 7[16.7 µM] | -1 | -1
16 | -3 | -3 | -1 | 0

Next results
item | SMILES | FN deposit inh | Statin myotox sup | F508del corr | PGC1a acetyl inh
17 | N#Cc1cccc(-c2ccc3c(c2)[C@@H]2[C@@H](CCN2S(=O)(=O)c2ccc(F)cc2)[C@H](CO)N3)c1 | 18 | -5 | 4.9 | -2
18 | O=C(C[C@@H]1CC[C@@H]2[C@H](COC[C@H](O)CN2C(=O)Nc2ccc(Cl)c(Cl)c2)O1)NC1CCC1 | -8 | -4 | -1.4 | -1
19 | C[C@H](CO)N1C[C@H](C)[C@@H](CN(C)C(=O)c2ccc3c(c2)OCO3)Oc2ncc(C3=CCCC3)cc2C1=O | . | 10 | -4.6 | -6
20 | O=c1c2c(O)cc(O)cc2oc2ccc(O)c(O[C@@H]3O[C@H](CO)[C@@H](O)[C@H](O)[C@H]3O[C@H]3O[C@H](CO)[C@@H](O)[C@H](O)[C@H]3O)c12 | . | 8 | -3.2 | -4
21 | Cc1csc2nc(O)c(C(=O)NCC3CCCO3)c(=O)n12 (stereo unspecified) | -12 | -6 | 3.0 | .
22 | C[C@@H]1CN([C@H](C)CO)C(=O)c2cc(NC(=O)CCN3CCOCC3)ccc2O[C@@H]1CN(C)CC1CC1 | . | 7 | -1.1 | 2
23 | COc1ccccc1C(=O)NCCC(=O)NN1C(=O)NC2(CCCCC2)C1=O | 1 | 4 | 1.4 | 4
24 | CCOc1ccc(NC(=O)C2=NN(c3ccccc3)C(=O)CC2)cc1S(=O)(=O)N1CCCCC1 | -17 | -2 | -4.0 | 2

item | INS-1E GSIS act | miR-122 sensor | Cneo AK release | PglD DTNB
17 | -8 | 2[16.7 µM] | -2 | -11
18 | -13 | -3[16.7 µM] | 60 | 2
19 | -19 | 15[16.7 µM] | 2 | 1
20 | 15 | -2 | 0 | 2
21 | 8 | -2 | -1 | -1
22 | 9 | -8[16.7 µM] | 8 | 1
23 | -7 | -5 | -1 | -6
24 | 5 | -3 | -2 | 0

(next part)
item | SMILES | FN deposit inh | Statin myotox sup | F508del corr | PGC1a acetyl inh
25 | CCOC(=O)c1cnn2c(N)c(C#N)nnc12 | . | 5 | . | 0
26 | COc1cccc(NC(=O)N[C@H]2C=C[C@H](CC(=O)N3CCCCC3)O[C@H]2CO)c1 | . | -2 | 0.9 | -2
27 | Cc1ccc(S(=O)(=O)N2CCN(C(=O)n3ccnc3)CC2)cc1 | -14 | -11 | -1.0 | 2
28 | O=C(NCCCN1CCN(c2ccccc2F)CC1)C1CCN(S(=O)(=O)c2cccs2)CC1 | . | -7 | . | 14
29 | O=C(NCCCc1nc2ccccc2[nH]1)c1cccs1 | -5 | 7 | -2.0 | .
30 | CCCNC(=O)CSc1ccc(S(=O)(=O)N2CCCC2)cn1 | -6 | -1 | 0.6 | .
31 | COc1cccc(CNC(=O)c2ccc3nc[nH]c3c2)c1 | -7 | 6 | . | 26
32 | Cc1cc2oc3cc(NCCC4CCCN4C)ccc3c(=O)c2cc1C (stereo unspecified) | 0 | -31 | 6.4 | .

item | INS-1E GSIS act | miR-122 sensor | Cneo AK release | PglD DTNB
25 | -10 | -2 | 1 | -4
26 | 17 | . | -2 | -2
27 | -13 | 2 | 0 | -7
28 | . | -9 | 3 | 6
29 | -25 | 0 | 0 | -4
30 | 5 | . | 0 | -1
31 | 2 | -1 | 7 | -3
32 | . | . | -3 | -6

Retrieved by compound from above, two records:
item | SMILES | FN deposit inh | Statin myotox sup | F508del corr | PGC1a acetyl inh
28 | O=C(NCCCN1CCN(c2ccccc2F)CC1)C1CCN(S(=O)(=O)c2cccs2)CC1 | . | -7 | . | 14
31 | COc1cccc(CNC(=O)c2ccc3nc[nH]c3c2)c1 | -7 | 6 | . | 26

item | INS-1E GSIS act | miR-122 sensor | Cneo AK release | PglD DTNB
28 | . | -9 | 3 | 6
31 | 2 | -1 | 7 | -3

Individual results from above:
compound 15 @ PglD DTNB = -1
compound 9 @ INS-1E GSIS act = 11

Remaining list, next part
item | SMILES | FN deposit inh | Statin myotox sup | F508del corr | PGC1a acetyl inh
33 | COc1cccc(CN2[C@@H]3CNC[C@H]2C3c2ccc(-c3ccc(C#N)cc3)cc2)c1 (stereo partly specified) | -3 | . | 1.1 | 11
34 | COc1ccc(/C=N/NC(=O)CCc2n[nH]c(=O)[nH]c2=O)cc1OC | 4 | . | . | 3
35 | CO[C@@H](CN(C)C(=O)C1CCOCC1)[C@H](C)CN(C(=O)Nc1ccc(F)cc1)[C@H](C)CO | -9 | 13 | -1.6 | 11
36 | O=C(NCc1ccco1)/C(=C/c1ccc(Br)cc1)NC(=O)c1ccco1 | -4 | 12 | -0.3 | -46
37 | COc1ccc2nccnc2c1[N+](=O)[O-] | 3 | -5 | -1.1 | 5
38 | CCCNC(=O)C1CCCN(S(=O)(=O)c2ccc3c(c2)CC(C)N3C(=O)C2CC2)C1 (stereo unspecified) | 3 | 0 | -1.7 | -1
39 | O=C(Cn1c(=O)cnc2ccccc21)NNC(=O)c1ccccc1Cl | -1 | 1 | -5.1 | 6
40 | Cc1cc(Cl)nc(-n2nc(C)cc2C)n1 | 8 | . | 0.0 | 8

item | INS-1E GSIS act | miR-122 sensor | Cneo AK release | PglD DTNB
33 | 14 | . | . | .
34 | 8 | -2 | . | -1
35 | 21 | . | -4 | 6
36 | 9 | 6 | 7 | -1
37 | -1 | -11 | -4 | 5
38 | 0 | -7 | 0 | 5
39 | 11 | -10 | 1 | -8
40 | -4 | 2 | -1 | 3

Continued:
item | SMILES | FN deposit inh | Statin myotox sup | F508del corr | PGC1a acetyl inh
41 | CC(C)(O)[C@H](O)COc1c2ccoc2cc2oc(=O)ccc12 | -12 | -6 | 1.5 | .
42 | CCCN1C[C@H](C)[C@@H](OC)CN(C)C(=O)c2cc(NC(=O)C3CCC3)ccc2OC[C@@H]1C | 7 | -6 | 3.6 | 4
43 | C[C@@H]1CN([C@H](C)CO)C(=O)Cc2cc(NC(=O)NC3CCCCC3)ccc2O[C@@H]1CN(C)C(=O)Nc1ccc(C(F)(F)F)cc1 | 8 | -64 | 1.3 | 1
44 | CO[C@@H]1CN(C)C(=O)c2ccc(NC(=O)c3ccccc3F)cc2OC[C@H](C)N(C(C)=O)C[C@@H]1C | -18 | 11 | 3.3 | -9
45 | NCC[C@H]1CC[C@@H](NC(=O)C2CCC2)[C@@H](CO)O1 | -12 | 1 | -1.1 | -5
46 | CC(=O)Nc1ccc(/C=C(\C#N)S(=O)(=O)c2ccc(C)cc2)cc1 | -4 | 3 | 2.4 | -12
47 | O=C(c1ccccn1)N1C[C@H]2[C@@H](c3ccccc31)[C@H](CO)N2C(=O)Nc1ccccc1Cl | -9 | 2 | -4.5 | 2

item | INS-1E GSIS act | miR-122 sensor | Cneo AK release | PglD DTNB
41 | -4 | . | 0 | -3
42 | -11 | 20[16.7 µM] | 1 | -1
43 | -21 | 4[16.7 µM] | -4 | -1
44 | 5 | . | -13 | 3
45 | -3 | . | 2 | 7
46 | 60* | -3 | -1 | 2
47 | 13 | 8[16.7 µM] | -4 | -2

Among those listed so far, 2 contain bromine.
item | SMILES | FN deposit inh | Statin myotox sup | F508del corr | PGC1a acetyl inh
4 | CCOC(=O)C1=C(C)NC(=O)NC1c1cc(Br)c(O)c(OC)c1 (stereo unspecified) | . | 15 | . | 8
36 | O=C(NCc1ccco1)/C(=C/c1ccc(Br)cc1)NC(=O)c1ccco1 | -4 | 12 | -0.3 | -46

item | INS-1E GSIS act | miR-122 sensor | Cneo AK release | PglD DTNB
4 | . | -1 | 0 | -4
36 | 9 | 6 | 7 | -1
